From PubChem BioAssay
Large T inhibition: TAg ATPase/helicase activity blockers – biochemical (AID 1903); SV40 large T antigen ATPase/helicase inhibition assay; higher % means a stronger effect; inhibition, % at 20 µM; hits with a dose series show IC50 in µM; hit rate 0.39% among 310,000; in the data active = a potency from the dose series; inconclusive = inhibition mostly from about 32% at the one dose, without a potency; inactive = the rest, 99 in 100 with inhibition below about 32%; also: strong numbers were not always called active
Myeloid diff 2: myeloid differentiation induction. calls only at 10 µM. hit rate 1% among 360,000. ER-HoxA9 myeloid progenitors, lysozyme-GFP differentiation, flow cytometry;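 active = normalized GFP-positive differentiation at or above the plate's own cutoff, the solvent-only control mean plus 3 SD; inconclusive = no clear call, values can overlap the other calls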;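 also: cells exposed to compound for four days before flow analysis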
West Nile antiviral: inhibition of WNV-induced cytopathic effect – cell-based, CPE readout (AID 1621); hit rate 0.02% among 290,000; CPE inhibition, % at 10 µM, or IC50 in µM where a hit was titrated; West Nile virus-infected cells, CPE inhibition; higher % means a stronger effect; in the data active = a potency from the dose series; inconclusive = CPE inhibition mostly from about 3.7% at the one dose, without a potency; inactive = the rest, 99 in 100 with CPE inhibition below about 2.2%; also: strong numbers were not always called active
bCat nuc transl: beta-catenin nuclear translocation modulation; nuclear translocation activity, % at 5 µM; hit rate 0.3% among 190,000; HeLa beta-catenin nuclear translocation, immunofluorescence imaging;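 active = nuclear translocation activity above 50% at 5 µM, with a well cell count of 50 or more; inconclusive = wells under 50 cells across six images, flagged as toxic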;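 also: per-cell ratio of nuclear to cytoplasmic median beta-catenin stain intensity; plate controls were DMSO negative control for no effect and GSK-3 inhibitor IX positive control for full effect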
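Read-out: Nuclear/cytoplasmic beta-catenin signal ratio, % activation | Assay system: Human HeLa cell line | Times: 24 h compound exposure at 37°C, 5% CO2 | Signal: Fluorescence imaging of beta-catenin antibody stain plus DAPI | Dosing: 5 µM primary, 0.02–20 µM confirmation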
RSV antiviral HEp-2: inhibition of RSV-induced cytopathic effect – HEp-2 cells, primary 10 µM value included (AID 2391); hit rate 0.13% among 310,000; CPE inhibition, % at 10 µM, or IC50 in µM where a hit was titrated; HEp-2 cells, RSV-induced CPE inhibition; higher % means a stronger effect; in the data active = a potency from the dose series; inconclusive = CPE inhibition mostly from about 23% at the one dose, without a potency; inactive = the rest, 99 in 100 with CPE inhibition below about 21%; also: strong numbers were not always called active
T cell HTS: T cell immune modulators affecting CD8 T cell-vesicle binding; 2C CD8+ T cell-vesicle binding, flow cytometry; active compounds read low; hit rate 0.068% among 330,000; AID 2052; calls only at 7 µM;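 active = response, share of CD8 T cells binding vesicles, and their 90th percentile fluorescence all below set limits, cut at about 80% in these data, passing the limit was not always enough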
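Test system: purified 2C TCR transgenic mouse naive CD8+ T cells. Probe or stimulus: QL9-peptide-loaded Drosophila micro-vesicles bearing Ld, ICAM-1 and B7-1. Incubation: binding step 1.5 h, 37 °C, antibody labelling 20 min, ice. Measured by: flow cytometry of vesicle-bound cells.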
WT yeast gro inh: growth inhibition of WT yeast, mitochondrial fusion screen | mitochondrial fusion phenotypic screen, WT strain | inhibition, % at 10 µM | hit rate 2.1% among 190,000; in the data active = inhibition above about 58%; tested in S. cerevisiae
Salmonella PhoP GFP: PhoP-dependent GFP reporter repression – Salmonella Typhimurium, primary screen (AID 1863); S. Typhimurium PhoP-regulated promoter GFP reporter, 4 h; higher % means a stronger effect; inhibition, % at 50 µM; hits with a dose series show IC50 in µM; hit rate 0.16% among 300,000;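 active = inhibition over 29.93%, a cutoff 3 SD above the screen mean, later confirmed by dose response; inconclusive = inhibition over 29.93% but no dose response follow-up; inactive = inhibition at most 29.93% or unconfirmed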;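 also: 0% = low Mg2+ inducing control and 100% = high Mg2+ repressing control; strong numbers were not always called active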
Rac1 GTP hydrolysis: MgcRacGAP GTPase-activating activity inhibitors, confirmation, biochemical, ADP Hunter fluorescence; MgcRacGAP-stimulated Rac1 GTP hydrolysis, ADP Hunter fluorescence; higher % means a stronger effect; GST-tagged Rac1 F28L mutant substrate; one-dose inhibition, % at 30 µM; IC50 in µM for titrated hits; hit rate 0.6% among 340,000; AID 624330;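 active = first-screen hits whose inhibition reached a set limit at any dose in the follow-up dose series; inconclusive = inhibition above the set first-screen limit but never retested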;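 also: fluorescence reports GDP produced by GAP-driven GTP hydrolysis; strong numbers were not always called active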
WT yeast gro inh mutant strain: also measured in WT yeast gro inh; calls as there; inhibition, %; mitochondrial fusion phenotypic screen, mutant strain inhibition
bCat nuc transl cell count 5 µM: second read-out of bCat nuc transl, no call of its own (marks repeat the call); cell count; measured here: cell count, cytotoxicity flag
T cell HTS vesicle-bound %: further read-out of T cell HTS, marked with its call; double positive events, %; measured here: CD8+ vesicle-bound cell fraction;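 binding gate set so that unloaded-vesicle control wells show 10% double positive cells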
Myeloid diff 2 GFP+ MAC1+ %: recorded beside Myeloid diff 2, whose call it bears; GFP+ MAC1+ double positive, %; measured here: differentiation confirmed by MAC1 staining
Numbers without * were called inactive; i = inactive; ? = inconclusive; nt = not tested or not shown; + = active, no number.

[1] O=C(NCc1ccco1)c1cc2n(n1)C(C(F)(F)F)CC(c1ccc(Cl)c(Cl)c1)N2 (stereo unspecified)
[2] ClCc1nnc(-c2ccccc2)o1
[3] O=C(Nc1ccc2c(c1)OCCO2)C1CCN(S(=O)(=O)c2ccccc2)CC1
[4] C/C(=C\C(=O)Nc1cscc1C)C(=O)O
[5] CC1=C(C)C(=O)N(c2ccccn2)C1=O
[6] Cn1ccnc1-c1nnn(-c2ccc(Cl)c(Cl)c2)n1
[7] O=C(NCc1ccccc1)C1CCCN(c2cnccn2)C1 (stereo unspecified)
[8] Cn1c(OCc2cccnc2)nc2c1c(=O)n(Cc1ccccc1)c(=O)n2C
assay / compound	1	2	3	4	5	6	7	8
Large T inhibition	9%	8%	-8%	19%	7%	3%	2%	12%
Myeloid diff 2	i	i	i	i	i	i	i	i
Myeloid diff 2 GFP+ MAC1+ %	1.6	0.2	0.4	0.8	0.5	0.8	3.6	0.3
West Nile antiviral	0.2%	-0.6%	-0.5%	0.0%	0.1%	-0.2%	0.8%	0.5%
bCat nuc transl	4.8	nt	0.2	0.4	-9.6	nt	nt	-0.4
bCat nuc transl cell count 5 µM	1139	nt	1517	1309	1049	nt	nt	1063
RSV antiviral HEp-2	0.7%	0.1%	-0.2%	nt	0.1%	0.8%	0.9%	1.3%
T cell HTS	i	i	i	i	i	i	i	i
T cell HTS vesicle-bound %	59	60	36	35	47	41	12	3
WT yeast gro inh	8	-1	5	nt	-36	nt	nt	-5
WT yeast gro inh mutant strain	-5	-2	-3	nt	-8	nt	nt	-8
Salmonella PhoP GFP	3%	3%	6%	-6%	4%	nt	-9%	-2%
Rac1 GTP hydrolysis	6%	10%	-4%	10%	3%	1%	9%	0%

[9] COc1ccc(NC(=O)/C(=C\c2ccc(OC)c(OC)c2)NC(=O)c2ccco2)cc1
[10] O=[N+]([O-])c1ccc(S(=O)(=O)Nc2nnc(C(F)(F)F)s2)cc1
[11] O=C(c1cccs1)N(CCO)Cc1cc2cc3c(cc2[nH]c1=O)OCCO3
[12] CC1CN(c2ccc([N+](=O)[O-])cc2Cl)CCN1S(C)(=O)=O (stereo unspecified)
[13] CCN(CC(=O)NCc1ccc(F)cc1)C(=O)C(C)Oc1cccc(Cl)c1 (stereo unspecified)
[14] O=C(O)CC(CC(=O)Nc1ccc(-c2ccccc2)cc1)c1ccccc1 (stereo unspecified)
[15] CCSc1nsc(NC(=O)Nc2ccccc2OC)n1
[16] O=C(NNc1c2ccccc2nc2ccccc12)c1cc2ccccc2cc1O
[17] Cc1ccc(C)c(N2CCN(C(=O)c3nn(C)c4c3CS(=O)(=O)c3ccccc3-4)CC2)c1
assay / compound	9	10	11	12	13	14	15	16	17
Large T inhibition	8%	10%	-1%	10%	nt	23%	13%	7%	0%
Myeloid diff 2	i	i	nt	i	i	i	i	+	i
Myeloid diff 2 GFP+ MAC1+ %	1.1	0.3	nt	0.1	0.5	0.7	0.4	2.5*	0.7
West Nile antiviral	-0.2%	-0.3%	0.1%	-0.1%	nt	1.2%	0.4%	0.3%	-0.1%
bCat nuc transl	nt	nt	-6.9	0.8	nt	nt	nt	-0.7	nt
bCat nuc transl cell count 5 µM	nt	nt	995	1248	nt	nt	nt	1085	nt
RSV antiviral HEp-2	0.8%	1.1%	nt	16%	3.5%	1.8%	?	10%	?
T cell HTS	i	i	nt	i	i	i	i	i	i
T cell HTS vesicle-bound %	68	54	nt	57	27	63	64	45	5
WT yeast gro inh	nt	nt	6	nt	nt	nt	nt	37	nt
WT yeast gro inh mutant strain	nt	nt	16	nt	nt	nt	nt	29	nt
Salmonella PhoP GFP	-4%	1%	1%	-2%	nt	-6%	3%	18%	2%
Rac1 GTP hydrolysis	6%	3%	nt	7%	5%	4%	9%	12%	7%

Values in list order from the list:
West Nile antiviral for nos. 9 to 17: -0.2%, -0.3%, 0.1%, -0.1%, nt, 1.2%, 0.4%, 0.3%, -0.1%

Of the compounds above, nine contain a carbonyl joined to an NH by a bond outside any ring:
[1] O=C(NCc1ccco1)c1cc2n(n1)C(C(F)(F)F)CC(c1ccc(Cl)c(Cl)c1)N2 (stereo unspecified)
[3] O=C(Nc1ccc2c(c1)OCCO2)C1CCN(S(=O)(=O)c2ccccc2)CC1
[4] C/C(=C\C(=O)Nc1cscc1C)C(=O)O
[7] O=C(NCc1ccccc1)C1CCCN(c2cnccn2)C1 (stereo unspecified)
[9] COc1ccc(NC(=O)/C(=C\c2ccc(OC)c(OC)c2)NC(=O)c2ccco2)cc1
[13] CCN(CC(=O)NCc1ccc(F)cc1)C(=O)C(C)Oc1cccc(Cl)c1 (stereo unspecified)
[14] O=C(O)CC(CC(=O)Nc1ccc(-c2ccccc2)cc1)c1ccccc1 (stereo unspecified)
[15] CCSc1nsc(NC(=O)Nc2ccccc2OC)n1
[16] O=C(NNc1c2ccccc2nc2ccccc12)c1cc2ccccc2cc1O
assay / compound	1	3	4	7	9	13	14	15	16
Large T inhibition	9%	-8%	19%	2%	8%	nt	23%	13%	7%
Myeloid diff 2	i	i	i	i	i	i	i	i	+
Myeloid diff 2 GFP+ MAC1+ %	1.6	0.4	0.8	3.6	1.1	0.5	0.7	0.4	2.5*
West Nile antiviral	0.2%	-0.5%	0.0%	0.8%	-0.2%	nt	1.2%	0.4%	0.3%
bCat nuc transl	4.8	0.2	0.4	nt	nt	nt	nt	nt	-0.7
bCat nuc transl cell count 5 µM	1139	1517	1309	nt	nt	nt	nt	nt	1085
RSV antiviral HEp-2	0.7%	-0.2%	nt	0.9%	0.8%	3.5%	1.8%	?	10%
T cell HTS	i	i	i	i	i	i	i	i	i
T cell HTS vesicle-bound %	59	36	35	12	68	27	63	64	45
WT yeast gro inh	8	5	nt	nt	nt	nt	nt	nt	37
WT yeast gro inh mutant strain	-5	-3	nt	nt	nt	nt	nt	nt	29
Salmonella PhoP GFP	3%	6%	-6%	-9%	-4%	nt	-6%	3%	18%
Rac1 GTP hydrolysis	6%	-4%	10%	9%	6%	5%	4%	9%	12%
